Assay outcomes: PubChem, several laboratories
GPR35 arrestin U2OS: GPR35 antagonists blocking zaprinast-driven arrestin recruitment, primary screen, imaging, U2OS, beta-arrestin-GFP, zaprinast agonist (AID 2058); U2OS GPR35 beta-arrestin-GFP translocation imaging, zaprinast antagonism; higher % means a stronger effect; inhibition, % at 10 µM; hits with a dose series show IC50 in µM; 290,000 compounds, 0.052% hits;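 active means inhibition of at least 50% with at least 30 cells and total cytoplasm GFP at most 10,000,000; inconclusive means under 30 cells or total GFP of 10,000,000 plus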
Myeloid diff 2: promotes myeloid progenitor differentiation | calls only at 10 µM | 360,000 compounds, 1% hits | ER-HoxA9 myeloid progenitors, lysozyme-GFP differentiation, flow cytometry | AID 624256;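 active means normalized GFP-positive differentiation at or above the plate's own cutoff, the solvent-only control mean plus 3 SD; inconclusive means no clear call, values can overlap the other calls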;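 further: cells exposed to compound for four days before flow analysis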
PhoP inhibition: PhoP-dependent GFP reporter repression – Salmonella Typhimurium, primary screen (AID 1863). inhibition, % at 50 µM, or IC50 in µM where a hit was titrated. 300,000 compounds, 0.16% hits. S. Typhimurium PhoP-regulated promoter GFP reporter, 4 h; higher % means a stronger effect;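 active means inhibition over 29.93%, a cutoff 3 SD above the screen mean, later confirmed by dose response; inconclusive means inhibition over 29.93% but no dose response follow-up; inactive means inhibition at most 29.93% or unconfirmed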;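 further: 0% = low Mg2+ inducing control and 100% = high Mg2+ repressing control; strong numbers were not always called active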
Rac1 GTP hydrolysis: MgcRacGAP GTPase-activating activity inhibitors, confirmation, biochemical, ADP Hunter fluorescence; MgcRacGAP-stimulated Rac1 GTP hydrolysis, ADP Hunter fluorescence; higher % means a stronger effect; GST-tagged Rac1 F28L mutant substrate; inhibition, % at 30 µM, or IC50 in µM where a hit was titrated; 340,000 compounds, 0.6% hits;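 active means first-screen hits whose inhibition reached a set limit at any dose in the follow-up dose series; inconclusive means inhibition above the set first-screen limit but never retested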;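 further: fluorescence reports GDP produced by GAP-driven GTP hydrolysis; strong numbers were not always called active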
NTR1 agonist: agonists of NTR1, primary screen, imaging, U2OS cells, beta-arrestin-GFP, high content (AID 493036). activation, % at 20 µM. 330,000 compounds, 0.17% hits. NTR1-U2OS beta-arrestin-GFP spot imaging, agonist mode;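 active means activation at or above 40% of the spot to cytoplasm intensity ratio, with at least 20 cells analyzed; inconclusive means wells under 20 cells, flagged as cytotoxic or low count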;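 further: 0% = DMSO without peptide and 100% = 100 nM NTR1 peptide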
Target sequence (P30989 whole entry, looked up): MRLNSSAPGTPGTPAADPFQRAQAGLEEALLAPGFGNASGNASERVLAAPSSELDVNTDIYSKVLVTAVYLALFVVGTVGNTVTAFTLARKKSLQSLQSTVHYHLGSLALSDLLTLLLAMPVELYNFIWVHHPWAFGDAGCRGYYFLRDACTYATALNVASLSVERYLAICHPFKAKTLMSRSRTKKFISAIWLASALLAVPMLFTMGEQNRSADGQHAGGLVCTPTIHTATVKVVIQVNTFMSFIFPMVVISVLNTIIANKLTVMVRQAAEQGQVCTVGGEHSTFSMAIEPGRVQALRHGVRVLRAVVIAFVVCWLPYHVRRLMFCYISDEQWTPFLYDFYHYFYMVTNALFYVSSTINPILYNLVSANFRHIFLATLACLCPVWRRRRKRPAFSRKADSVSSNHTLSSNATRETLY
LYP inhibition: PTPN22 lymphoid phosphatase activity blockers – biochemical, fluorescence intensity, uHTS (AID 1779) | recombinant LYP phosphatase, fluorescence intensity; higher % means a stronger effect | inhibition, % at 11.5 µM; hits with a dose series show IC50 in µM | 290,000 compounds, 0.054% hits; in the data active means inhibition above about 50%;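 further: plate controls were vehicle with enzyme for no effect and no enzyme for full effect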
SIAH1 antagonists: Siah-1 peptide-binding antagonists, primary screen, biochemical, fluorescence polarization, rhodamine-plectin, uHTS (AID 1817); 290,000 compounds, 0.02% hits; Siah-1 / rhodamine-plectin peptide fluorescence polarization; higher % means a stronger effect; one-dose displacement, % at 20 µM; IC50 in µM for titrated hits;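 active means displacement of at least 50% at 20 µM, with a fluorescence ratio check between 0.3 and a set limit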;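 further: plate controls were Siah plus tracer with DMSO for no effect and tracer alone without Siah for full effect; strong numbers were not always called active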
HIV fusion peptide: inhibitors of HIV fusion peptide binding, primary screen, biochemical, uHTS, fluorescence dequenching (AID 1986); inhibition, % at 20 µM, or IC50 in µM where a hit was titrated; 290,000 compounds, 0.3% hits; cell-free peptide binding, fluorescence dequenching, 30 min; higher % means a stronger effect; in the data active means inhibition mostly above about 52%, no sharp cut-off; inactive means mostly below about 76%; further: some results filed as inactive read as strong as hits
GPR55 antagonists: inhibition of LPI-stimulated GPR55 beta-arrestin translocation – imaging, U2OS, beta-arrestin-GFP, LPI agonist, primary screen (AID 2013) | U2OS GPR55 beta-arrestin-GFP translocation imaging, LPI antagonism; higher % means a stronger effect | one-dose inhibition, % at 10 µM; IC50 in µM for titrated hits | 290,000 compounds, 0.13% hits;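 active means spots per cell inhibited over 60%, with over 100 cells counted and total cytoplasm intensity under 500,000; inconclusive means wells with under 100 cells, flagged as likely toxic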;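 further: U2OS cells stably carrying GPR55 and arrestin-GFP stimulated by 5 µM LPI near EC80; imaged beta-arrestin-GFP aggregate spots per cell after agonist stimulation; plate controls were LPI-stimulated DMSO wells for no effect and DMSO wells without LPI for full effect; some results filed as inactive read as strong as hits; confirmed hits need IC50 under 10 µM and bright autofluorescent wells are also inconclusive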
NTR1 agonist cell count 20 µM: also measured in NTR1 agonist; calls as there; cell count; measured here: cell count, cytotoxicity flag
Myeloid diff 2 GFP+ MAC1+ %: also measured in Myeloid diff 2; calls as there; GFP+ MAC1+ double positive, %; measured here: differentiation confirmed by MAC1 staining
An asterisk follows results filed as active; i = inactive; u = inconclusive; x = no result given; + = active, no number. Compounds as they come; 2.4% or so of the library scored in one or more.

Molecule	GPR35 arrestin U2OS	Myeloid diff 2	Myeloid diff 2 GFP+ MAC1+ %	PhoP inhibition	Rac1 GTP hydrolysis	NTR1 agonist	NTR1 agonist cell count 20 µM	LYP inhibition	SIAH1 antagonists	HIV fusion peptide	GPR55 antagonists
Cc1ccc(OCC(=O)N2CCN(C3=NS(=O)(=O)c4ccccc43)CC2)cc1	-8%	i	2.1	0%	1%	0.7	50	-8%	-2%	1.8%	6%
CC(C)Cn1c(-c2cc(Br)ccc2F)nc2c1c(=O)[nH]c(=O)n2CC(C)C	-7%	i	1.1	-4%	7%	6.4	49	-5%	-2%	1.8%	-8%
CCOc1ccccc1NC(=O)COc1coc(CN2CCCc3ccccc32)cc1=O	x	i	1.0	-7%	3%	6.6	59	x	x	x	x
COc1cc2c(cc1OC)CN(Cc1cc(=O)oc3cc(C)c(C)cc13)CC2	1%	i	0.9	12%	-11%	5.5	40	1%	-1%	2.7%	4%
c1ccc(-c2ccc(-c3ccccn3)s2)nc1	7%	i	0.4	-3%	10%	0.0	58	-25%	11%	-0.7%	-6%
CSc1nc(N)nc(SCC(=O)Nc2cccc(F)c2)c1C#N	-6%	i	1.2	22%	-6%	x	x	-5%	3%	0.0%	0%
CCc1ccc(NC(=O)Nc2ccc3c(c2)N(C)C(=O)CS3)cc1	1%	i	1.8	-6%	0%	5.2	68	-2%	4%	-3.0%	2%
CC(C)(C)OC(=O)N1CCC(c2cc(=O)n3[nH]cc(C(=O)Nc4ccc(F)c(Cl)c4)c3n2)CC1	-3%	i	0.1	13%	14%	5.2	74	8%	15%	82µM*	1.4µM*
COc1ccc(OC)c(Cc2nnc(CCC(=O)N3CCC(N4CCCCC4)CC3)o2)c1	17%	i	0.1	5%	x	-0.1	37	-4%	-2%	-0.3%	6%
Cc1cc2cc(CN(CC3CCCO3)C(=S)Nc3ccccc3)c(=O)[nH]c2cc1C (centres undefined)	-12%	+	2.4*	-17%	7%	6.4	38	6%	3%	-0.1%	14%
O=c1c2oc3ccccc3c2ncn1Cc1ccc(F)cc1	4%	i	0.3	-4%	4%	1.0	67	-7%	14%	1.4%	0%
N#C/C(=C\c1cccn1-c1ccccc1)C(=O)NC1CCCCC1	0%	i	1.7	8%	9%	4.8	34	6%	-2%	4.9%	-22%
CCOC(=O)CSc1nc(C)cc(=O)[nH]1	4%	i	0.9	-4%	7%	0.9	96	-2%	-1%	-1.1%	-10%
NC(=O)[C@H]1CC2(CC(c3cccc(NC(=O)COc4ccc(Cl)cc4)c3)=NO2)CN1C(=O)Cc1ccc([N+](=O)[O-])cc1 (some centres undefined)	10%	i	3.2	0%	3%	9.0	57	0%	1%	1.3%	-3%
Cc1ccc(S(=O)(=O)/N=C(/c2ccccc2)N2CCOCC2)c(C)c1	-10%	i	0.3	3%	x	-0.5	92	-3%	2%	0.0%	2%
CCCc1nnc(NC(=O)Nc2ccccc2OC)s1	10%	i	0.6	-8%	6%	2.3	41	-2%	5%	-0.9%	0%
COc1ccc(Cl)cc1NC(=O)c1cccnc1	-6%	i	9.6	1%	7%	3.0	67	0%	0%	0.1%	7%
O=C(CSc1ccccc1Cl)N1CCC(c2nc3ccccc3s2)CC1	13%	i	1.8	13%	9%	3.6	49	-6%	6%	-0.1%	2%
COc1ccc(C(=O)NC2CC2)cc1OC1CCN(Cc2ccc(F)cc2Cl)CC1	12%	i	1.6	-1%	4%	1.3	55	-7%	-6%	0.5%	7%
NC(=O)C1(N2CCCCC2)CCN(C(=O)c2ccccc2)CC1	7%	i	1.2	17%	5%	0.7	55	-3%	2%	-2.0%	0%
Cc1nn(Cc2nc(-c3cccs3)no2)c(C)c1Br	3%	i	1.2	4%	6%	-2.0	63	-3%	1%	0.5%	8%
COc1ccccc1C(=O)Nc1ccc(S(=O)(=O)Nc2cnc3ccccc3n2)cc1	-4%	i	0.2	4%	6%	0.6	60	-8%	2%	7.0%	1%
NC(=O)CC(NC(=O)Cc1cccc2ccccc12)c1ccc(NCc2ccccn2)c([N+](=O)[O-])c1 (centres undefined)	-8%	i	2.4	2%	-5%	2.9	91	0%	0%	-1.9%	-4%
COc1ccc(/C=C/C(=O)Oc2cccc(/C=N/NC(=O)c3cccc(F)c3)c2)cc1	3%	i	0.9	-12%	-4%	-0.9	93	1%	2%	-1.0%	12%
CCc1cc(=O)oc2cc3occ(-c4ccc(OC)c(F)c4)c3cc12	-15%	x	x	-9%	8%	3.4	76	-13%	9%	-1.6%	-7%
O=S(=O)(NCc1cn2ccccc2n1)c1cc(F)ccc1F	0%	i	2.0	1%	1%	-2.2	38	1%	1%	2.7%	11%
O=C(Nc1ccccc1)NC1CCN(Cc2nnnn2C2CCCCC2)CC1	15%	i	1.2	-2%	9%	-2.4	90	-8%	0%	-2.5%	-15%
O=C1OC(C(=O)Nc2ccccc2)Cc2ccccc21 (centres undefined)	9%	i	0.2	-6%	0%	-1.7	52	-5%	0%	-0.1%	-11%
COc1ccc(C2CN=NC23CCc2ccccc2C3=O)cc1 (centres undefined)	-10%	i	0.4	-12%	10%	0.9	42	-2%	13%	-1.8%	-13%
Cn1c(NC(=O)c2ccccc2C(F)(F)F)cc(=O)n(C)c1=O	6%	i	4.7	10%	0%	-1.5	96	2%	5%	1.7%	6%
O=C(CCNS(=O)(=O)c1cccc2nsnc12)NCc1ccc(F)cc1	-10%	i	0.7	6%	5%	-1.0	47	-1%	2%	-1.0%	7%
COCCn1nnnc1SCC(=O)NCc1ccc2c(c1)OCO2	16%	i	0.6	-2%	15%	2.6	59	-7%	8%	-1.9%	15%
Cc1ccc(N(C(=O)CNC(=O)c2ccco2)C(C(=O)NC2CCCCC2)c2cccnc2)cc1C (centres undefined)	3%	i	2.2	0%	7%	-1.0	51	-6%	1%	1.8%	0%
Cc1ccccc1OCCn1cnc2c(N)ncnc21	18%	i	1.8	-3%	-13%	0.6	43	-2%	-9%	-1.1%	4%
O=C(Cc1cccs1)N1CCC(c2nc3c(nnn3Cc3ccc(F)cc3)c(=O)[nH]2)CC1	-10%	i	8.0	13%	1%	-0.9	78	-8%	14%	-0.5%	8%
O=C(c1cccc(S(=O)(=O)N2CCCCC2)c1)N1CCCCC1	5%	i	0.6	-4%	11%	0.5	89	0%	6%	-1.7%	4%
Cc1c(CC(=O)O)c(=O)oc2c(C)c3occ(-c4ccc(F)cc4)c3cc12	3%	i	0.0	13%	5%	0.6	82	0%	11%	21%	13%
CCOC(=O)N1CCc2c(sc3nc4n(c(=O)c23)N=C(C)CS4)C1	10%	i	1.6	5%	11%	-0.7	41	-12%	-5%	-0.7%	-11%
CCN1CCN(c2nc(-c3ccccc3Cl)nc3ccccc23)CC1	-3%	i	0.7	5%	6%	-1.3	55	-12%	-3%	-0.5%	-9%
COc1ccc(NC(=O)CSc2nnc(-c3ccccc3C)n2N)cc1	18%	i	1.4	11%	13%	-2.3	85	-4%	-1%	-1.3%	-5%
Cc1cc(NC(=O)CSc2nnc(-c3cccnc3)n2C)no1	17%	i	6.7	4%	-2%	-1.0	60	3%	3%	-1.7%	1%
O=C(c1ccc(NC(=S)Nc2ccc(F)cc2F)cc1)N1CCOCC1	8%	i	0.4	-6%	2%	-0.8	16	-6%	-2%	-1.4%	0%
CCCc1cc(=O)oc2cc(C)cc(OC(C)C(=O)NCCCN3CCOCC3)c12 (centres undefined)	4%	u	x	2%	-2%	0.6	65	-13%	4%	0.7%	-2%
CC(NC(=O)C(=O)NN=C1CCCCCCCCCCC1)c1ccccc1 (centres undefined)	-19%	i	0.1	-4%	7%	2.3	94	3%	0%	-1.2%	25%
Cc1c(NC(=O)COc2ccc3ccccc3c2)c(=O)n(-c2ccccc2)n1C	19%	x	x	6%	x	-0.5	48	-11%	4%	0.3%	11%
O=C(CCC(=O)N1CCN(c2ccc(O)cc2)CC1)c1cccs1	8%	i	0.2	1%	u	1.0	50	-10%	-5%	-3.0%	0%
Cn1c(SCC(=O)N2CCCCC2)nnc1-c1ccc(S(=O)(=O)N2CCOCC2)cc1	7%	i	3.0	1%	6%	-0.4	78	-1%	0%	-1.6%	0%
Cc1nnc(SCc2cccc(Cl)c2)n(N)c1=O	9%	i	0.3	6%	5%	1.8	55	-3%	18%	2.8%	6%
O=C(Cc1cccs1)Nc1nnc(SCc2ccc(C(F)(F)F)cc2)s1	12%	i	0.6	-5%	10%	2.8	55	-2%	7%	0.1%	7%
COC(=O)c1ccc(C(=O)OC)c(NC(=O)COC(=O)c2ccc(OC)c(OC)c2OC)c1	-6%	i	0.7	-8%	0%	2.2	59	7%	8%	-0.7%	6%
C/C(=N/NS(=O)(=O)c1ccc(C)cc1C)c1ccc2c(c1)OCO2	-19%	i	1.3	-1%	8%	4.0	60	-6%	-4%	-0.8%	5%
COc1ccc(CN2CCN(Cc3ccccc3C(F)(F)F)CC2)c(OC)c1	-12%	i	0.0	2%	x	1.3	85	-11%	3%	-0.7%	89%
CCOc1ccc(OCC)c(NC(=O)CN2CCC(NC(=O)c3cccc(F)c3)CC2)c1	2%	i	1.5	2%	4%	-0.1	62	-2%	1%	-0.6%	3%
COc1cccc(NC(=O)CN(C)C(=O)c2cc3c(s2)CCC(C)C3)c1 (centres undefined)	x	i	0.7	-1%	0%	3.3	65	x	x	x	x
O=C1/C(=C/c2ccc3c(c2)OCO3)CCC/C1=C\c1ccc2c(c1)OCO2	12%	i	0.6	0%	5%	2.5	53	-5%	13%	19%	0%
Cc1cccc(C(=O)N(Cc2ccc(C)o2)C2CCS(=O)(=O)C2)c1 (centres undefined)	6%	i	0.7	-6%	6%	-1.0	49	-2%	1%	-0.9%	6%
